Assay outcomes as filed in PubChem BioAssay.
Peg3 promoter: Peg3 promoter activity inhibition. 360,000 compounds, 1.7% hits. HeLa PEG-Prom luciferase reporter, luminescence, overnight. AID 588405. inhibition, % at 20 µM;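 active means inhibition of at least 50% at 20 µM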
PDI inh: PDI (human) enzyme inhibition | P07237 | PDI insulin aggregation turbidity, A650, 90 min | inhibition, % at 10 µM | 350,000 compounds, 0.052% hits;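 active means mean inhibition across replicates of 30% or more, whatever share of single replicates reach that level; inconclusive means mean inhibition below 30% while every single replicate reaches 30%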;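 further: absorbance from insulin aggregation driven by PDI reduction with DTT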
Target sequence (P07237 whole entry, looked up): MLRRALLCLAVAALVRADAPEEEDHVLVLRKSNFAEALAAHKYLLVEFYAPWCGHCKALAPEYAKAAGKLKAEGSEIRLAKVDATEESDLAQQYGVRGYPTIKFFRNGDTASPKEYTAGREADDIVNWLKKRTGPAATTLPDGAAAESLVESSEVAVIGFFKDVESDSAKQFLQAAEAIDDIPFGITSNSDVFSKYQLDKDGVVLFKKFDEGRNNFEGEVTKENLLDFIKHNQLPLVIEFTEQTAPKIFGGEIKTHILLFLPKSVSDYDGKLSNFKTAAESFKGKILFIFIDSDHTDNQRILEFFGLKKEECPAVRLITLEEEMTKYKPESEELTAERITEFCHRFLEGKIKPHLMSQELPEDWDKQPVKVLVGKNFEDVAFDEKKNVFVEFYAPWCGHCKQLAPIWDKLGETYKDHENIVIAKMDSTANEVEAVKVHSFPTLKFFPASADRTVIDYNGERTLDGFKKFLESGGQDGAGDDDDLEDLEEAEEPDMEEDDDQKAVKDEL
Shn3 3UTR inh: Schnurri-3 reporter inhibition in Clone20 osteoblasts; AID 588674; 360,000 compounds, 0.52% hits; inhibition, % at 12.5 µM; Clone20 osteoblast Shn3 3'UTR firefly luciferase, 24 h;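 active means mean inhibition of at least 75% with every replicate also reaching 75%; inconclusive means mean inhibition at least 75% but some replicate below; inactive means mean inhibition below 75%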;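 further: 0% = median of neutral control wells and 100% = pilot-screen positive control compound; some compounds past the cut are filed as inactive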
m5-HT2A agonist: activates the mouse 5-HT2A serotonin receptor. P35363. 360,000 compounds, 0.66% hits. CHO-K1 mHTR2A beta-arrestin complementation, luminescence; percent of 30 µM serotonin response. activation, % at 7.6 µM. AID 624169;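 active means activation above a run cutoff, the mean activation of all tested compounds plus 3 SD, cut at about 14% in these data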;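 further: 0% = plate median of compound wells and 100% = 30 µM serotonin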
CaV13 FRET inh: Primary screen for inhibitors of IQ motif and Ca2+-dependent inactivation inhibitor domain binding in CACNA1D, Förster resonance energy transfer in living cells, …. 340,000 compounds, 0.098% hits. HEK cells, CFP/YFP FRET ICDI-IQ, plate reader, 10 min; percent FRET-ratio fall versus neutral wells. inhibition, % at 12.3 µM;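 active means mean replicate inhibition of at least 30% and at least 1% of replicates passing that level; inconclusive means only one of the two criteria is met; inactive means neither criterion is met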;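 further: 0% = median of the neutral control wells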
hiPSC survival: hiPSC single-cell survival enhancement; ATPlite luminescence; 100% = ROCK inhibitor wells, 0% = DMSO; survival enhancement, % at 20 µM; 360,000 compounds, 0.044% hits; in the data active means survival enhancement above about 18%;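 further: cells exposed to compounds for 16 hours before the ATP read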
HIF-2a block: HIF-2a inhibition; 786-0 RCC cells HIF-2a reporter, luciferase luminescence, overnight; inhibition, % at 18.8 µM; 360,000 compounds, 0.72% hits;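 active means inhibition of the luminescence signal of 40% or more relative to plate controls, in a single-dose primary screen at 18.75 µM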
H9c2 protect: myocardial damage modulation in H9c2 cells; H9c2 cardiomyocytes, H2O2 injury protection, ATPLite, 2 h; protection from H2O2 cell death, % at 20 µM; 360,000 compounds, 0.63% hits;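 active means compounds giving at least 50% protection of heart cells from peroxide-induced death in the single-dose screen, raw or plate-pattern-corrected value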;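 further: 0% = DMSO wells with peroxide and 100% = DMSO wells without peroxide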
TRPM1 prom inh: MITF TRPM1 promoter inhibition in SK-MEL-5 cells. SK-MEL-5 TRPM1 promoter luciferase, 24 h. inhibition, % at 12.5 µM. 330,000 compounds, 0.83% hits;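 active means mean inhibition across replicates of 60% or more, whatever share of single replicates reaches that level; inconclusive means some that reach 60%, reason not given; inactive means mean inhibition across replicates below 60%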; further: values of inactives mirror those of a sister screen read the other way
NR2E3 ag-1: agonists of human NR2E3 nuclear receptor; Q9Y5X4; CHO-S Gal4-NCOR/VP16-NR2E3 two-hybrid, luciferase; inhibition of corepressor binding, % at 3.98 µM; 360,000 compounds, 0.35% hits; AID 602229;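 active means inhibition above the mean of all tested compounds plus 3 SD, cut at about 70% in these data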;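 further: 0% = DMSO with NR2E3 transfected cells and 100% = cells lacking NR2E3 construct; higher means lower luciferase signal from less NR2E3 corepressor binding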
Target sequence (Q9Y5X4 whole entry, looked up, the tested form may be a part): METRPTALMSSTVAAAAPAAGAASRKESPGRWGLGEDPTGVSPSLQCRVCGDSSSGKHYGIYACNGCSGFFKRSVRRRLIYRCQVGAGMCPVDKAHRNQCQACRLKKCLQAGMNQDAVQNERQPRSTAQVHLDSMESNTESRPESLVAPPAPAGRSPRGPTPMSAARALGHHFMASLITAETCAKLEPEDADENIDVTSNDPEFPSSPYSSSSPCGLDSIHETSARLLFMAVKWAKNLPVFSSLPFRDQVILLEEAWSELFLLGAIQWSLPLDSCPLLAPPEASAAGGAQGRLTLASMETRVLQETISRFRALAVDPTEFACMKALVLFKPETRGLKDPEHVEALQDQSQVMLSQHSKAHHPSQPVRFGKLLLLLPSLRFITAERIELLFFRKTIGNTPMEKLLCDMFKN
NR2E3 ag-2: NR2E3 (human) agonism; Q9Y5X4; GST-NR2E3/biotin-RetCOR TR-FRET, 1536-well; inhibition of corepressor binding, % at 4.78 µM; 320,000 compounds, 0.12% hits; AID 2300;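 active means percent inhibition above the cutoff of mean plus 3 SD of all tested compounds, set per screening campaign, cut at about 20% in these data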;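 further: 0% = DMSO wells and 100% = biotin wells as full block of FRET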
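Material: NR2E3–RetCOR corepressor complex / Amount: 1.35 nM GST-NR2E3 / Medium: Tris pH 7.5 / Compound: single nominal compound dose of 4.8 µM / Incubation: 5 h at 4 °C / Technique: TR-FRET, Eu(K)-anti-GST donor, streptavidin-D2 acceptor, ex 340, em 617/671 nm / Read-out basis: percent loss of FRET ratio relative to control wells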
The depositor's hits bear a star; ? = inconclusive; . = no result given.

SMILES	Peg3 promoter	PDI inh	Shn3 3UTR inh	m5-HT2A agonist	CaV13 FRET inh	hiPSC survival	HIF-2a block	H9c2 protect	TRPM1 prom inh	NR2E3 ag-1	NR2E3 ag-2
Cc1ccc2nc(N3C(=O)C(O)=C(C(=O)c4ccc(C)o4)C3c3cccc(O)c3)sc2c1 (centres undefined)	-29.9	8.4	-4.7	-4.2	-52.7	-0.8	-5.7	-4.3	-32.5	-106.1	4.2
O=C(Cc1cccc(C(F)(F)F)c1)NCc1cccnc1	-7.2	-6.0	-2.0	2.3	-2.2	-0.2	5.8	1.3	7.2	-23.1	2.6
COc1ccccc1NC(=O)CSc1nnc(CCNC(=O)c2ccc(C)cc2)n1C	-17.8	-2.1	-13.8	-0.9	-6.4	-3.0	-35.1	-2.3	-7.6	25.3	-2.3
COc1ccc(Nc2nnc(SCC(=O)NC3CCS(=O)(=O)C3)s2)cc1 (centres undefined)	-61.7	-4.1	-28.9	-2.8	-5.8	-0.2	-39.3	-13.9	-10.7	-14.0	.
Cc1nn(-c2ncc(C(F)(F)F)cc2Cl)c(=O)n1-c1ccccc1F	-8.2	0.1	5.3	-1.6	-2.2	-0.8	4.2	-3.9	3.2	-13.9	0.3
CC(=O)Nc1nc(C)cs1	-2.3	1.6	-20.5	15.6*	1.1	0.1	12.4	1.9	6.7	12.6	1.5
CCOC(=O)C1CCCN(C(=O)c2ccc3oc(Cc4ccccc4)nc3c2)C1 (centres undefined)	-324.5	-0.5	-86.9	-2.1	-6.0	0.0	-243.2	-1.7	-73.1	-104.8	3.0
COc1ccc(O)c(/C=N/c2sc(C)c(C)c2C#N)c1	13.3	2.4	10.7	1.4	-4.7	-0.9	2.2	18.7	5.4	-18.0	1.1
O=C(Nc1cc(S(=O)(=O)N2CCOCC2)ccc1N1CCOCC1)c1cccs1	0.1	5.4	-27.7	-0.3	-2.4	-2.8	2.5	-1.5	-1.5	-15.5	3.1
COc1ccc2c(c1)OC[C@H]1[C@H]2N2C(=O)[C@H](C)NC(=O)[C@@]2(C)[C@H]1c1ccccc1	0.0	3.5	6.8	0.8	-9.7	0.5	10.7	0.1	8.0	-2.3	3.3
O=[N+]([O-])c1ccc(OCc2n[nH]c(=S)n2-c2ccccc2)cc1	16.4	1.4	3.4	-4.5	-20.1	-0.1	23.1	-3.7	-7.9	-13.0	0.5
CCN(CC)S(=O)(=O)c1ccc2c(c1)N(CC(=O)N(CCc1ccncc1)C(C)C)C(=O)CO2	12.5	-3.9	5.6	-2.6	-1.4	2.5	8.4	10.8	-15.6	-14.4	6.6
O=C(CN1CCN(c2ccccc2F)CC1)Nc1ccc2c(c1)CCC2	11.5	4.0	-21.2	2.8	-3.7	-1.5	8.8	-5.0	-14.0	-30.9	1.2
CN(C)c1ccc(C(CNS(=O)(=O)c2cccc([N+](=O)[O-])c2)N2CCOCC2)cc1 (centres undefined)	0.4	2.8	-11.3	-3.6	-4.3	-0.4	7.7	1.1	-10.1	-4.7	0.4
CC[n+]1c(/C=C/c2ccc(N(C)C)cc2)ccc2ccccc21	49.4	-10.2	?	-2.0	.	-4.1	-41.0	-21.7	89.6*	21.1	-25.4
O=C(CSc1nnc(C2CC2)n1-c1ccccc1)NC1CCS(=O)(=O)C1 (centres undefined)	15.2	-1.0	-2.9	1.5	-6.1	-0.2	17.4	9.5	-0.9	6.2	.
Cc1nn(C)c(C(=O)NNC(=S)NCc2ccco2)c1Br	4.7	-4.9	-15.7	1.1	-6.6	-2.3	10.9	-1.9	0.1	20.0	-0.4
O=C(CSc1nnc(Nc2ccccc2)s1)NCC1CCCO1 (centres undefined)	-2.9	-1.9	-11.5	6.8	-2.4	2.0	-3.3	7.2	3.0	-3.9	-0.4
O=C(CC12CC3CC(CC(C3)C1)C2)N/N=C\c1ccc[nH]1	-3.0	-3.5	7.4	-3.9	-5.5	-1.3	5.7	-9.0	-6.1	-17.9	-0.8
COc1ccc(-c2ccc(-c3noc(-c4ccccc4F)n3)c(OC)n2)cc1	37.1	-11.1	27.4	2.7	-1.9	-1.0	-25.0	-12.5	-8.0	3.8	.
O=C(NNC(=O)c1cc(Br)c(Br)s1)c1csc(N2CCOCC2)n1	-0.2	6.6	-18.9	-5.9	-5.8	-0.3	1.1	4.5	-12.9	-13.1	-7.3
COc1ccccc1NC(=O)c1ccc(NC(=O)CN2CCCC2)cc1	-18.1	-0.6	2.8	6.8	-4.8	-0.3	3.3	-2.3	-8.3	-11.0	3.2
O=C(/C=C/Nc1ccc(F)cc1F)c1ccc(Br)cc1	-260.1	6.8	-30.6	0.0	-5.4	-0.7	-275.8	-19.1	.	-129.3	-0.2
COc1ccc(N2C(=O)CSC2c2ccc3c(c2)OCO3)cc1 (centres undefined)	3.9	3.7	2.1	-1.4	-5.1	-3.8	-8.5	1.2	2.4	5.0	2.7
Clc1ccc(C(c2nnnn2C2CCCC2)N2CCN(c3nc4ccccc4s3)CC2)cc1 (centres undefined)	18.2	-8.0	8.6	8.6	-4.0	-1.0	-4.9	-1.4	5.5	-20.7	0.4
O=C(CCNS(=O)(=O)c1cccc2nsnc12)NC1CCCc2ccccc21 (centres undefined)	9.6	-3.9	-4.6	2.4	-4.3	-0.2	16.0	7.4	7.1	-4.2	1.8
NS(=O)(=O)c1cccc(NC(=O)CSc2ncnc3ccccc23)c1	-3.9	7.4	19.2	3.5	8.3	-0.8	17.3	-1.2	7.4	14.8	6.6
COc1cccc(C(O)c2nccn2Cc2ccccc2)c1OC (centres undefined)	12.4	3.9	-10.5	5.7	-3.3	-0.4	19.3	2.8	-4.0	-12.6	.
CC1(C)CSC(=NCCc2ccccc2)N1	-12.0	-36.3	-7.6	0.4	-2.6	0.6	-27.0	-2.1	-14.6	-34.0	1.6
O=C(Nc1cccc(NC(=O)c2sc3ccccc3c2Cl)c1)c1ccco1	-218.7	7.5	-9.2	8.9	-3.1	-1.7	-243.5	-0.9	-15.5	-47.2	2.8
CCOC(=O)C1CCN(Cc2nnnn2CCc2ccccc2)CC1	-2.0	-14.5	-8.7	2.1	-4.7	-1.0	7.4	-1.0	3.1	4.5	-0.3
CCC1C(=O)NCCN1C(=O)c1cc(COc2cc(C)ccc2C)on1 (centres undefined)	-7.4	5.9	-6.1	-2.0	-7.4	0.0	-20.2	-3.9	-9.7	-20.0	-0.5
C[C@@H]1CN([C@H](C)CO)C(=O)CCCn2nncc2CO[C@H]1CN(C)Cc1ccccc1	-3.6	-3.5	-1.0	2.5	-6.2	4.2	0.9	4.0	.	-7.7	.
COc1ccc(C(=O)Nc2ccccc2N2CCOCC2)cc1S(=O)(=O)N1CCCC1	0.1	-2.7	0.7	5.9	-4.0	0.0	-5.9	6.5	-8.7	-5.9	-1.8
CCOc1ccccc1NC(=S)N1CCN(c2nc(-c3cccc(OC)c3)cs2)CC1	-16.5	3.0	4.9	9.3	-16.4	-0.6	-13.9	-0.9	-6.3	-25.3	3.3
O=C(CSc1ccc(Br)cc1)NCC1(N2CCCCC2)CCCCC1	-12.9	-1.1	5.2	-5.5	-6.0	-0.4	4.6	0.7	-18.6	-2.8	.
Cc1nn(CCC(N)=O)c2nc(-c3cccs3)cc(C(F)(F)F)c12	18.2	11.9	-8.0	3.9	-4.5	-1.4	18.8	-15.0	-27.1	4.1	0.9
Cn1cc(/C=C/C(=O)N2CCCC(C(=O)c3cccc4ccccc34)C2)cn1 (centres undefined)	1.6	2.2	-1.2	6.7	-3.2	-0.6	-2.6	5.5	-3.4	10.2	3.5
Cc1ccc(O)c(C(=O)CC(=O)c2ccc(Cl)cc2)c1	-194.8	-17.2	-29.2	1.5	-4.0	-0.8	-129.3	18.3	-20.8	-183.5	0.5
CC(C)(C)n1nnnc1C(c1ccc(F)cc1)N1CCC(C(N)=O)CC1 (centres undefined)	11.0	-2.9	-4.6	0.4	-4.7	1.3	12.7	3.7	5.9	5.8	-2.6
CC(C)(C)c1cc(C(=O)N2CCN(c3ncccn3)CC2)ccn1	3.2	-1.4	20.1	0.5	-0.2	2.0	8.1	-3.5	12.4	14.0	-1.5
Cc1cccc(NC(=S)NC(=O)/C=C/c2ccccc2)n1	-286.9	12.4	-34.6	-2.7	-6.5	-0.9	-285.9	-7.2	-20.8	-47.2	2.5
Cc1cc(CNC(=O)COc2ccc(F)cc2)c2ccccc2n1	-2.3	8.2	21.2	8.4	3.3	-1.3	-0.8	-14.6	-3.1	7.4	1.3
Cn1c(-c2ccco2)nc2cc3ccccc3cc21	16.0	-8.8	-33.5	-6.4	-3.1	-4.6	-47.3	-41.1	0.4	-114.0	-1.3
CCOC(=O)C1=NNC(C(=O)c2ccc(C)cc2)C1c1ccc(C)cc1 (centres undefined)	-1.9	1.5	3.3	2.5	-4.7	6.6	-4.3	-8.5	1.2	0.7	1.0

Retrieved one by one from the list above:
SMILES	Peg3 promoter	PDI inh	Shn3 3UTR inh	m5-HT2A agonist	CaV13 FRET inh	hiPSC survival	HIF-2a block	H9c2 protect	TRPM1 prom inh	NR2E3 ag-1	NR2E3 ag-2
COc1ccc(C(=O)Nc2ccccc2N2CCOCC2)cc1S(=O)(=O)N1CCCC1	0.1	-2.7	0.7	5.9	-4.0	0.0	-5.9	6.5	-8.7	-5.9	-1.8
CCOC(=O)C1=NNC(C(=O)c2ccc(C)cc2)C1c1ccc(C)cc1 (centres undefined)	-1.9	1.5	3.3	2.5	-4.7	6.6	-4.3	-8.5	1.2	0.7	1.0

Remaining list, next part:
SMILES	Peg3 promoter	PDI inh	Shn3 3UTR inh	m5-HT2A agonist	CaV13 FRET inh	hiPSC survival	HIF-2a block	H9c2 protect	TRPM1 prom inh	NR2E3 ag-1	NR2E3 ag-2
Cc1ccc(NC(=O)Cn2nc(C)cc2C)cc1	-14.9	-7.5	18.5	-0.4	-5.6	-1.4	1.9	2.5	0.2	2.1	-1.3
Cc1cccc(C)c1NC(=O)CN1C(=O)N(C)Cc2ccccc21	3.5	13.5	-4.6	-1.4	6.1	0.8	4.3	4.1	2.5	5.5	-6.2
CC1Cc2ccccc2N1C(=O)CNc1cccc(S(=O)(=O)N2CCCC2)c1 (centres undefined)	-1.7	-8.5	9.4	-6.9	4.7	2.3	7.7	-7.3	6.0	-14.3	2.6
COC(=O)C(CCSC)NC(=O)CNS(=O)(=O)c1ccc(F)cc1 (centres undefined)	12.6	-3.2	-3.0	4.1	-3.6	-2.6	15.7	13.2	7.7	4.5	1.7
O=C(Cc1ccccc1)Nc1ccc2c(c1)CCC2	-208.8	-5.9	-40.8	6.1	-4.3	-0.8	-226.9	-3.2	-34.1	-75.3	-1.5
CCC(C)[C@H](NC(=O)N1CC(=O)Nc2ccccc21)C(=O)N[C@@H](C(=O)O)c1ccccc1 (some centres undefined)	3.2	-0.8	7.4	3.1	-5.7	1.0	0.9	-4.0	-3.4	-8.2	-2.6
